Assay outcomes as filed in PubChem BioAssay.
NTMT1 inh = blocks human N-terminal methyltransferase 1 activity | Q9BV86 | actives 2.5% (n = 59,000) | Potency, µM (highest dose often 114 µM), for the others: top-dose activity change, negative = inhibition, actives largely listed as inhibitors | NTMT1 MTase-Glo SAH luminescence, purified enzyme;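 further: plate controls were DMSO vehicle for no effect and no enzyme for full effect; nearly all actives have a fitted effect of over 65% in size; many of its hits are not listed in these tables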
Target sequence (Q9BV86 whole entry, looked up): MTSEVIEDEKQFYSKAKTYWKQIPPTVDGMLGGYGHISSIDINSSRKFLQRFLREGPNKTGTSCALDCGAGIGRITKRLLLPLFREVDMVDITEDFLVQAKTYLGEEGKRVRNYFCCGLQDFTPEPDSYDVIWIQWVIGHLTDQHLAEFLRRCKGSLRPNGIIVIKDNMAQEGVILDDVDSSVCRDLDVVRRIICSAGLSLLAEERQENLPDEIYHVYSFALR
FH mod = Identification of activators of human fumarate hydratase by quantitative high-throughput screening; Fumarate hydratase, mitochondrial (Homo sapiens), P07954; FH coupled MDH/diaphorase resazurin fluorescence, 15 min; Potency, µM (highest dose often 79.9 µM), without a hit: at the highest dose activity change, negative = inhibition, most hits filed as inhibitors; actives 0.22% (n = 54,000); AID 1347055, 2019; further: the screen sought activators but most active calls are inhibition curves; nearly all actives have a fitted effect of over 45% in size
Target sequence (P07954 whole entry, looked up): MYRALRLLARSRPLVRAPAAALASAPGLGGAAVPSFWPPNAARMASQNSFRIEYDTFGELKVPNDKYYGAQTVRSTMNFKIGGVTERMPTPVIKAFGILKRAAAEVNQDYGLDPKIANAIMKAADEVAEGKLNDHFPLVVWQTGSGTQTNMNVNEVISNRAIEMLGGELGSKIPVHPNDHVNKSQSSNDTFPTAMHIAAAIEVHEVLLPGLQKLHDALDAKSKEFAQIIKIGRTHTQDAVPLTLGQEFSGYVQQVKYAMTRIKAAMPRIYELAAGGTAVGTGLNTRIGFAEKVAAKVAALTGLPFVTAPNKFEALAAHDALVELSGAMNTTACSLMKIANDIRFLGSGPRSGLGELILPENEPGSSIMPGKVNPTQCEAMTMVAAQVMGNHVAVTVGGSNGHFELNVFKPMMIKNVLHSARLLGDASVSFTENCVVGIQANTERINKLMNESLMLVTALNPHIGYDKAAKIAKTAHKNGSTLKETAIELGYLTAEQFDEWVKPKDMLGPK
Active calls of the source: *; ? = inconclusive; & = joins results of further samples; ! = repeats disagree; [ ] = another dose, or the depositor's remark. The call rests on the fitted dose curve; in most records, active means well fitted curve in the direction sought with a large enough effect; inconclusive means small, poorly fitted or top-dose-only effect, or another doubt; inactive means no such curve, though single readings can be large; an effect the other way counts as inactive or inconclusive. Unless noted, on the % scale 0 is the no-effect control and ±100 the full control effect; potency means the concentration at half of the fitted maximal effect.

item	SMILES	NTMT1 inh	FH mod
1	CN[C@@H]1[C@H](O[C@H]2[C@H](O[C@@H]3[C@@H](O)[C@H](O)[C@@H](N=C(N)N)[C@H](O)[C@H]3N=C(N)N)O[C@@H](C)[C@]2(O)C=O)O[C@@H](CO)[C@H](O)[C@H]1O	-0.3%	3.2%[53.3 µM]
2	COc1ccc2c(c1)C(=O)N(CCc1ccc(S(=O)(=O)NC(=O)NC3CCCCC3)cc1)C(=O)C2(C)C	-11.1%&-11.4%[57.5 µM]	-10.3%
3	NC(=O)N1c2ccccc2C=Cc2ccccc21	23.2%[57.5 µM]	1.7%&1.5%[53.3 µM]
4	CC1=CC(=O)C2C(C)(C)CCC[C@]2(C)[C@H]1CC[C@H](C)CC(=O)O (stereo partly specified)	17.2%[29.8 µM]	1.0%[53.3 µM]
5	CC(=O)C1=C(C)N(c2cccc(C(F)(F)F)c2)C(=O)N[C@H]1c1ccc(C#N)nc1	12.7%[12.6 µM]	6.4%[20.6 µM]
6	CC1OC(OC2C(OC3C(O[C@H]4CC[C@@]5(C)C(CC[C@]6(C)C5C(=O)C=C5C7CC(C)(C)CC(O)[C@]7(C)CC[C@]56C)C4(C)C)OC(C(=O)O)C(O)C3O)OCC(O)C2O)C(O)C(O)C1O (stereo partly specified)	-2.1%[12.6 µM]	-1.1%[20.6 µM]
7	CCCCOc1cc(C(=O)NCCN(CC)CC)c2ccccc2n1	-0.1%[57.5 µM]	2.8%[53.3 µM]
8	Cc1cc(=O)oc2cc(NC(=O)[C@H](CCC(=O)O)NC(=O)[C@H](CC(C)C)NC(=O)[C@H](CC(C)C)NC(=O)OCc3ccccc3)ccc12	10.3%[57.5 µM]	0.0%
9	Cc1cc2nc3c(=O)[nH]c(=O)nc-3n(CC(O)C(O)C(O)CO)c2cc1C (stereo unspecified)	?	1.3%[53.3 µM]
10	C[N+](C)(CCOc1ccccc1)Cc1cccs1	14.1µM*	-5.1%[53.3 µM]
11	O=C1c2ccccc2C(=O)c2c1ccc(O)c2O	?	-23.1%[53.3 µM]
12	O=C(Nc1ccccc1-c1cn2c(CN3CCNCC3)csc2n1)c1ccc2ccccc2n1	?	-0.1%
13	C/C=C/C=C/C=C/C(=O)OC1C=C(C=O)C(O)(C(=O)O)C2(C)CCCC(C)(C)C12 (stereo unspecified)	?	-2.7%[53.3 µM]
14	CN1C(=O)CC[C@H]1c1cccnc1	-15.0%[57.5 µM]	-14.5%&-5.4%[53.3 µM]
15	CC1OC(OC2CCC3(C)C(CCC4(C)C3CC=C3C5CC(C)(C)CCC5(C(=O)OC5OC(CO)C(O)C(O)C5O)CCC34C(=O)O)C2(C)C)C(O)C(O)C1O (stereo unspecified)	11.3%[12.6 µM]	-1.7%[20.6 µM]

Full records as entered above. Order of values: NTMT1 inh | FH mod
CC(=O)C1=C(C)N(c2cccc(C(F)(F)F)c2)C(=O)N[C@H]1c1ccc(C#N)nc1 is listed as 12.7%[12.6 µM] | 6.4%[20.6 µM]
O=C(Nc1ccccc1-c1cn2c(CN3CCNCC3)csc2n1)c1ccc2ccccc2n1 is listed as ? | -0.1%
CN[C@@H]1[C@H](O[C@H]2[C@H](O[C@@H]3[C@@H](O)[C@H](O)[C@@H](N=C(N)N)[C@H](O)[C@H]3N=C(N)N)O[C@@H](C)[C@]2(O)C=O)O[C@@H](CO)[C@H](O)[C@H]1O is listed as -0.3% | 3.2%[53.3 µM]

(continued)
item	SMILES	NTMT1 inh	FH mod
16	O=C(O)COCCN1CCN([C@H](c2ccccc2)c2ccc(Cl)cc2)CC1	-7.0%[57.5 µM]	3.7%
17	Oc1ccc2c(-c3c(-c4ccccn4)nn4c3CCC4)ccnc2c1	0.4%[57.5 µM]	21.5%
18	COc1cc(C(=O)OC[C@@]2(O)CO[C@@H](O[C@H]3[C@H](Oc4ccc(O)cc4)O[C@H](CO)[C@@H](O)[C@@H]3O)[C@@H]2O)cc(OC)c1O	-4.8%[12.6 µM]	-7.8%[20.6 µM]
19	COC(=O)C12C(=O)C(C)=C(O)C1(C)C(C)=CC1C3(CO)CCC(O)C(C)(C)C3CCC12C (stereo unspecified)	3.7%[29.8 µM]	2.3%[53.3 µM]
20	Cn1cnc2c1c(=O)[nH]c(=O)n2C	8.2%	-3.3%&0.5%&0.7%[53.3 µM]
21	CC(O)/C=C/C1(O)C(C)C(O[C@@H]2O[C@H](CO)[C@@H](O)[C@H](O)[C@H]2O)C(O)CC1(C)C (stereo partly specified)	9.6%[29.8 µM]	-9.7%[53.3 µM]
22	C=CC(C)(O)CC/C=C(\C)C(=O)OC1CC2(C(=O)O)CCC3(C)C(=CCC4C5(C)CCC(OC6OC(COC7OCC(O)C(O)C7O)C(O)C(OC7OCC(O)C(O)C7O)C6OC6OC(CO)C(O)C(O)C6OC6OCC(O)C(O)C6O)C(C)(C)C5CCC43C)C2CC1(C)C (stereo unspecified)	6.0%[6.45 µM]	-2.9%[13.5 µM]
23	CC(C)(O)c1ccn2c(-c3ccc(F)c(-c4ccc(F)cc4C#N)c3)cnc2c1F	-4.9%[57.5 µM]	2.5%
24	Cn1cc(C=CC(=O)c2cccc(F)c2)cc1C=CC(=O)NO	?	-7.6%[53.3 µM]
25	CC1(C(=O)Nc2ccc(F)nc2)CCCN1c1nc(Nc2cc(C3CC3)[nH]n2)c2cccn2n1 (stereo unspecified)	2.7%[57.5 µM]	0.6%
26	CC[C@H]1OC(=O)[C@H](C)[C@@H](O[C@H]2C[C@@](C)(OC)[C@@H](O)[C@H](C)O2)[C@H](C)[C@@H](O[C@@H]2O[C@H](C)C[C@H](N(C)C)[C@H]2O)[C@@](C)(O)C[C@@H](C)[C@@H]2N[C@@H](COCCOC)OC([C@H]2C)[C@]1(C)O	4.5%[57.5 µM]	-0.6%
27	CC(=O)OCC(=O)[C@@]1(O)[C@H](C)C[C@H]2[C@@H]3C=C(C)C4=Cc5c(cnn5-c5ccccc5)C[C@]4(C)[C@@H]3[C@@H](O)C[C@@]21C	11.5%[57.5 µM]	2.5%[53.3 µM]
28	CCCCOc1ccc(C(=O)CCN2CCCCC2)cc1	?	9.2%[53.3 µM]
29	O=C(Nc1cccnc1)N1CCC(Cc2cccc(Oc3ccc(C(F)(F)F)cn3)c2)CC1	-5.8%	-5.7%
30	CCO[C@H]1CN(C2CCC(O)(c3ccc4c(c3)OCO4)CC2)C[C@@H]1NC(=O)CNC(=O)c1cccc(C(F)(F)F)c1 (stereo partly specified)	0.4%[57.5 µM]	8.3%
31	O=C(OC[C@H]1O[C@H](O[C@]2(CO)O[C@H](CO)[C@@H](O)[C@@H]2O)[C@H](O)[C@@H](O)[C@@H]1O)c1ccc(O)cc1	4.2%[29.8 µM]	7.8%[53.3 µM]
32	N#C/C(=C\c1ccc(O)c(O)c1)C(=O)NCCCNC(=O)/C(C#N)=C/c1ccc(O)c(O)c1	1.26µM*	?
33	O=C(Cn1c2ccccc2c2nc3n(c(=O)c21)CCS3)N1CCCC1	-21.3%[57.5 µM]	-0.9%
34	O=C(Nc1ccccc1)N1CCN(c2nc(-c3ccccc3)ns2)CC1	5.5%[57.5 µM]	-4.4%
35	Cc1cc(O)cc(Oc2cc(C)c(C(=O)O)c(O)c2)c1	?	-1.5%
36	CC(=O)O[C@H]1CC[C@H](C)[C@@]2(C)[C@H](OC(C)=O)c3c(C)coc3C(=O)[C@H]12	-5.3%[29.8 µM]	0.6%[53.3 µM]
37	Nc1ccc(-c2ccc3ncc4ccc(=O)n(-c5cccc(C(F)(F)F)c5)c4c3c2)cn1	?	?
38	CCN(CC)CCOc1ccc(Nc2ncc3cc(-c4c(Cl)cccc4Cl)c(=O)n(C)c3n2)cc1	79.4µM*!	-13.7%&-12.6%[53.3 µM]
39	CC(C)OC(=O)CCCC=CC[C@@H]1[C@H](C=C[C@@H](O)COc2cccc(C(F)(F)F)c2)[C@H](O)C[C@@H]1O	?	?
40	COc1c2cc(c(O)c1OC)CCCCC(O)CCc1ccc(O)c-2c1 (stereo unspecified)	-13.7%[29.8 µM]	-1.7%[53.3 µM]
41	COc1ccc(OC2OC(CO[C@@H]3O[C@@H](C)[C@H](O)[C@@H](O)[C@H]3O)C(O)C(O)C2O)cc1OC (stereo partly specified)	-9.8%[29.8 µM]	15.6%[53.3 µM]
42	COC(=O)C1=C(C)NC(C)=C(C(=O)OCCN(C)Cc2ccccc2)C1c1cccc([N+](=O)[O-])c1 (stereo unspecified)	-22.5%[57.5 µM]	?
43	Cc1cc(C(C)Nc2ccccc2)c2nc(N3CCOCC3)cc(=O)n2c1 (stereo unspecified)	-11.6%	3.5%
44	COc1cc(O[C@@H]2O[C@H](CO)[C@@H](O)[C@H](O)[C@H]2O)c(CCC(=O)OC[C@H]2O[C@@H](Oc3cc(OC)c(C4OC(=O)C(C)(O)C4O)cc3CCC(=O)O)[C@H](O)[C@@H](O)[C@@H]2O)cc1C1OC(=O)C(C)(O)C1O (stereo partly specified)	-7.0%[12.6 µM]	-5.3%[20.6 µM]
45	CN(Cc1ccc(C(=O)O)cc1)c1ccc(OCc2c(-c3c(Cl)cccc3Cl)noc2C2CC2)nc1C(F)(F)F	?	15.8µM*
46	Oc1ccc2ccccc2c1SSc1c(O)ccc2ccccc12	8.91µM*!	35.5µM*!
47	O=C(Nc1ccc(-c2ccnc(Nc3ccc(N4CCOCC4)cc3)n2)cc1)C1CCCN1 (stereo unspecified)	-4.3%	-10.1%
48	CC[N+](C)(C)c1cccc(O)c1	-9.1%[57.5 µM]	-13.2%&-1.2%[53.3 µM]
49	C=C(C(=O)O)[C@@H]1CC[C@@]2(C)CC[C@H](O)[C@@]2(C(C)=O)C1	19.1%[57.5 µM]	20.7%
50	COC1CC(O[C@H]2CC[C@@]3(C)C(CCC4C3[C@H](OC(C)=O)[C@@H](OC(=O)/C=C/c3ccccc3)[C@]3(C)C(C(C)=O)CC[C@]43O)C2)OC(C)C1OC1CC(OC)C(OC2CC(OC)C(OC3OC(C)C(OC4OC(CO)C(O)C(O)C4O)C(OC)C3O)C(C)O2)C(C)O1 (stereo partly specified)	11.2%[6.45 µM]	-3.4%[13.5 µM]
51	CC(=O)N1CCN(C(=O)Cc2ccc(Nc3ncc(F)c(Nc4ccc(C(=O)Nc5ccccc5Cl)cc4)n3)cc2)CC1	0.2%[57.5 µM]	4.5%
52	N#Cc1cccc(CN2CCC(N(Cc3cccnc3)C(=O)Nc3ccccc3-c3ccccc3)CC2)c1	-13.5%	-4.7%
53	COc1cc(O)cc(/C=C/c2cccc(O)c2)c1	9.6%[57.5 µM]	?
54	Nc1ccn(C2CO[C@H](CO)O2)c(=O)n1 (stereo partly specified)	16.4%[57.5 µM]	-14.4%[53.3 µM]
55	CC(=O)OCC1=C(C(=O)O)N2C(=O)[C@@H](NC(=O)CSc3ccncc3)[C@H]2SC1	-8.4%[57.5 µM]	-0.3%[53.3 µM]
56	CC1(C)OC(=O)CC(O)C2(C)C1CC(=O)C1(C)C2C(O)CC2(C)C(c3ccoc3)OC(=O)C3OC321 (stereo unspecified)	-11.1%[29.8 µM]	-0.3%[53.3 µM]
57	CC1(C)CC[C@]2(C(=O)O[C@@H]3O[C@H](CO)[C@@H](O)[C@H](O)[C@H]3O)CC[C@]3(C)C(=CCC4[C@@]5(C)CC[C@H](O[C@@H]6O[C@H](C(=O)O)[C@@H](O[C@@H]7O[C@H](CO)[C@@H](O)[C@H](O)[C@H]7O)[C@H](O)[C@H]6O[C@@H]6O[C@H](CO)[C@@H](O)[C@H](O)[C@H]6O)C(C)(C)C5CC[C@]43C)C2C1 (stereo partly specified)	2.5%[12.6 µM]	7.9%[20.6 µM]
58	CC(C)C1=CC2=CCC3[C@](C)(CCC[C@@]3(C)C(=O)O)C2CC1O (stereo partly specified)	7.9%[29.8 µM]	1.3%[53.3 µM]
59	COc1cc2c(cc1NS(=O)(=O)c1ccc(Br)cc1C)n(C)c(=O)n2C	-0.2%[57.5 µM]	-1.6%
60	COc1ccc(CCC(=O)Nc2nc3ccc(Cl)cc3s2)cc1OC	?	0.3%
61	COC1=CC(=O)O[C@@H](CCc2ccccc2)[C@@H]1O	-2.0%[57.5 µM]	6.6%
62	Cn1cc(C2=C(c3c4n(c5ccccc35)CCC(CN)C4)C(=O)NC2=O)c2ccccc21 (stereo unspecified)	39.8µM*!	-6.7%[53.3 µM]
63	C[C@]12CC[C@H](O)CC1=CCC1C2CC[C@]2(C)C(n3cnc4ccccc43)=CCC12 (stereo partly specified)	?	-9.2%
64	Cc1cc(=O)n(-c2ccccc2)n1C	-4.2%[57.5 µM]	-12.7%[53.3 µM]
65	O=C1NC(=O)C(=Cc2ccc3c(c2)OC(F)(F)O3)S1	-8.4%[57.5 µM]	-20.1%[53.3 µM]
66	CC(=O)OCC(=O)[C@@]1(O)CC[C@H]2[C@@H]3CCC4=CC(=O)CC[C@]4(C)[C@@H]3C(=O)C[C@@]21C	-3.1%[57.5 µM]	16.2%[53.3 µM]
67	COc1cc(CCc2ccccc2)c(C(=O)O)c2c1CC(C(C)(C)O)O2 (stereo unspecified)	2.4%[29.8 µM]	-0.1%[53.3 µM]
68	COc1ccc(-c2coc3cc(O)cc(O)c3c2=O)cc1	-33.8%[57.5 µM]	-20.3%[53.3 µM]
69	COc1cc(C(=O)OC[C@H]2O[C@@H](OC(C)(C)C(=O)O)[C@H](O)[C@@H](O)[C@@H]2O)cc(OC)c1O	-17.2%[29.8 µM]	1.6%[53.3 µM]
70	CC(C)[C@@](O)(c1ccc2cc(OC(F)F)c(OC(F)F)cc2c1)c1cn[nH]n1	-1.1%[57.5 µM]	-3.4%

Only part of the results is shown. The share of hits here may be higher or lower than overall.
